# GPT2 inhibitor – inhibitors of human GPT2 alanine aminotransferase; hit rate 0.25% among 100,000; Q8TD30; Recombinant GPT2, coupled pyruvate oxidase/HRP Amplex Red fluorescence; AID 1671188; Potency, µM (highest dose often 57.7 µM), inactives show at the top dose activity change, negative = inhibition, usual class: inhibitors; further: potency means the concentration at half of the fitted maximal effect; nearly all actives have a fitted effect of over 60% in size; many of its hits are not listed in these tables
# Target sequence (Q8TD30 whole entry, looked up): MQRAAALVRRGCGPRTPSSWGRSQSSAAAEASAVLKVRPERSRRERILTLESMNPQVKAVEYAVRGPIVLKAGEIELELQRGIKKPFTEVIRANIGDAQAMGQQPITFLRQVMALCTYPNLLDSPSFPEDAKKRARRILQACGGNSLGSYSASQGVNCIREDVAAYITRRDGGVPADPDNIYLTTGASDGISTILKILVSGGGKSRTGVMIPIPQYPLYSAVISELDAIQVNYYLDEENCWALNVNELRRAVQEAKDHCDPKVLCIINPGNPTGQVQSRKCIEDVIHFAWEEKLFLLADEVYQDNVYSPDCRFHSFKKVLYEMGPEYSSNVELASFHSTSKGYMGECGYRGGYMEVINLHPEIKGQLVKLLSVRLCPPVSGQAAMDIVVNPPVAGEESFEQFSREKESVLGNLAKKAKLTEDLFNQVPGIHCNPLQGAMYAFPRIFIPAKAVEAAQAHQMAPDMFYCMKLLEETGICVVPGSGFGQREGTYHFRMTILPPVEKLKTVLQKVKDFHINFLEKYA
#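 Recombinant GPT2 (10ng/uL) with 250uM a-KG and 2mM L-alanine, 30 min at room temperature, in HEPES pH 7.5 buffer. Pyruvate detected by pyruvate oxidase/HRP/Amplex Red fluorescence after 30 min in the dark; AOA (50uM) as positive control.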
# SNCA viab count – cell viability loss counter-screen; HEK-293-SNCA-luc viability, GF-AFC fluorescence, 24 h; Potency, µM (series often up to 57.1 µM), for inactives: top-dose activity change, negative = cytotoxicity, usual class: cytotoxic; hit rate 0.12% among 150,000;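 further: potency means the concentration at half of the fitted maximal effect; 0% = DMSO-treated cells and -100% = medium-only wells without cells; nearly all actives have a fitted effect of over 30% in size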
#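 HEK-293-SNCA-luc cells (1500/well) plated 24 h, then exposed 24 h to a dilution series; GF-AFC added 30 min at 37C, fluorescence 405/540 nm; normalised to medium-only and DMSO wells, Hill fit.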
# NIH3T3 tox – NIH 3T3 cell cytotoxicity. NIH 3T3 viability, CellTiter-Glo ATP luminescence, 48-72 h. hit rate 4.3% among 94,000. Potency, µM (top dose mostly 96.7 µM), for inactives: top-dose activity change, negative = cytotoxicity, hits mostly inhibitors; further: potency means the concentration at half of the fitted maximal effect; nearly all actives have a fitted effect of over 55% in size
#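 Cells were seeded at 400 per well, treated with pin-transferred compound, and kept 48 or 72 hr at 37 °C before CellTiter-Glo addition and luminescence imaging of cellular ATP.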
# Luciferase inh – inhibitors of firefly (Photinus pyralis) luciferase; hit rate 2.5% among 76,000; Potency, µM (doses to about 115 µM), for the others: at the highest dose activity change, negative = inhibition, actives largely listed as inhibitors; purified P. pyralis luciferase, luminescence, biochemical; further: potency means the concentration at half of the fitted maximal effect; nearly all actives have a fitted effect of over 65% in size
#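 Luminescence read by CCD imager after adding enzyme (10nM final) to wells holding compound, titrated in qHTS. Substrates 10uM each D-luciferin and ATP; buffer 50mM Tris acetate pH 7.5, 10mM Mg acetate, Tween-20, BSA.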
# SNCA expr inh – inhibitors of alpha-synuclein (SNCA) gene expression; HEK-293 SNCA-luciferase knock-in, luminescence, 24 h; Potency, µM (titrated, usually from 57.2 µM), for the others: at the highest dose activity change, negative = inhibition, actives largely listed as inhibitors; hit rate 0.17% among 140,000; AID 1671194;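 further: potency means the concentration at half of the fitted maximal effect; plate controls were DMSO cells for no effect and cell-free wells for full effect; nearly all actives have a fitted effect of over 45% in size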
# HEK cytotox – cytotoxic compounds in HEK 293 cells. hit rate 6.6% among 94,000. AID 1345083. HEK 293 viability, ATP luminescence (CellTiter-Glo), 48-72 h. Potency, µM (titrated, usually from 115 µM), for inactives: at the highest dose activity change, negative = cytotoxicity, usual class: inhibitors; further: potency means the concentration at half of the fitted maximal effect; nearly all actives have a fitted effect of over 60% in size
#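 Luminescence from cellular ATP, measured with CellTiter-Glo, indicates HEK 293 viability. Cells plated at 250 cells/well are treated with compound for 48 or 72 hr at 37 degree Celsius before reagent addition.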
# IP6K1 inh – IP6K1 kinase inhibition | hit rate 0.81% among 140,000 | activity change, % (series mostly up to about 58 µM) | IP6K1 kinase, ADP-Glo luminescence, 2 h; active compounds read low; in the data active means activity change below about -25%
# Target sequence (Q92551 whole entry, looked up): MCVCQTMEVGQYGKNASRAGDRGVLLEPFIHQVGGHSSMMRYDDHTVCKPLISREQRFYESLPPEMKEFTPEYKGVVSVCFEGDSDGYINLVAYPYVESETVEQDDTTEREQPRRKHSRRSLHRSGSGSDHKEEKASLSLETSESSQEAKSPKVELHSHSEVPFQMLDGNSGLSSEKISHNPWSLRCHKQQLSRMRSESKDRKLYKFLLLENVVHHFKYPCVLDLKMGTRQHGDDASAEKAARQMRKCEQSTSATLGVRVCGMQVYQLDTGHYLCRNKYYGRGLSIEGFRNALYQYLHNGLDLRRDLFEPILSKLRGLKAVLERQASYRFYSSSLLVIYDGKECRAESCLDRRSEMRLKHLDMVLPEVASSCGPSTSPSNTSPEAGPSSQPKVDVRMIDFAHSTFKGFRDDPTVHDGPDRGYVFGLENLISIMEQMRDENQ
#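 ADP-Glo luminescence measures ADP made by human IP6K1 during a 2 h RT reaction with ATP/IP6 (mix at 1.3 mM/130 uM); top library doses 57.5 and 19.1 uM final.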
# The depositor's hits bear a star; i = inactive; u = inconclusive; x = not tested or not shown; [ ] = another dose, or the depositor's remark. Unless noted, the call rests on the fitted dose curve; in most records, active means well fitted curve in the direction sought with a large enough effect; inconclusive means small, poorly fitted or top-dose-only effect, or another doubt; inactive means no such curve, though single readings can be large; an effect the other way counts as inactive or inconclusive. Unless noted, on the % scale 0 is the no-effect control and ±100 the full control effect. An excerpt. The share of hits here may be higher or lower than overall.
# Second line of a record – GPT2 inhibitor	SNCA viab count	NIH3T3 tox	Luciferase inh	SNCA expr inh	HEK cytotox	IP6K1 inh
1. C[C@@H]1O[C@@H](O[C@@H]2[C@@H](O)[C@@H](O[C@]3(CO)O[C@H](CO)[C@@H](O)[C@@H]3OC(=O)/C=C/c3ccc(O)cc3)O[C@H](CO)[C@H]2OC(=O)/C=C/c2ccc(O)cc2)[C@H](O)[C@H](O)[C@H]1O[C@@H]1O[C@@H](C)[C@H](O[C@@H]2OC[C@](O)(CO)[C@H]2O)[C@@H](O)[C@H]1O
  i	7%[12.5 µM]	x	x	x	x	6
2. CN(C)Cc1nnc(C2CC(NC(=O)c3cc(-c4cccn4C)n[nH]3)C2)n1C (stereo unspecified)
  i	4%	-3%	4%	10%	-2%	-11
3. CCC(=O)NCc1nc2ccccc2n1Cc1ccccc1
  x	5%	x	x	-5%	x	0
4. CCN(CC)c1nn2c(=O)c(C(=O)NCCc3ccc(C)cc3)cnc2s1
  x	7%	x	x	u	x	29
5. CN1C(=O)c2cccn2CC1CNC(=O)CCc1nc(-c2ccccc2)no1 (stereo unspecified)
  2%	-7%	-11%	10%	-25%	u	-8
6. O=C(NCc1cc2n(n1)CCCNC2)c1ccc(Cn2cnnn2)cc1
  u	3%	-5%	1%	-4%	-8%	23
7. Cc1ccc([C@H]2C[C@@H](O)[C@@H](O)[C@@H]2NCC(C)(C)O)cc1
  3%[88.5 µM]	-3%[87.6 µM]	i	7%[230 µM]	-16%[87.6 µM]	-13%[230 µM]	13
8. Cc1ccc(-n2nc(C)c3nc(CCC(=O)Nc4cccc(C)c4C)c(=O)n(C)c32)cc1
  x	2%	x	x	-10%	x	7
9. CC1=CC2/C=C(\C)CCC(O)C/C=C/C(=O)OC23C(=O)NC(CC(C)C)C3C1C (stereo unspecified)
  i	-4%[23.9 µM]	x	x	x	x	16
10. CN(C)[C@@H]1C[C@@H](CO)N(C(=O)c2csc3nc(-c4ccccc4Cl)cn23)C1
  i	-5%	-29%	u	3%	-20%	0
11. CCOC(=O)c1c(SCC(=O)Nc2nc3ccc(C)cc3s2)nc(=O)[nH]c1C
  x	-1%	x	x	-23%	x	-5
12. COCCCNC(=O)c1ccc(Cn2c(=O)c3ccccc3n(Cc3ccccc3C)c2=O)cc1
  x	11%	x	x	2%	x	-9
13. COc1ccc(C(=O)N[C@@H]2CN(Cc3cccnc3)C[C@H]2CN(C)C)cc1F
  0%	-13%	u	5%	17%	u	-3
14. CCc1ccc(NCc2cc3ccc(OC)cc3n(CC(=O)Nc3c(C)cc(C)cc3C)c2=O)cc1
  x	-3%	x	x	2%	x	8
15. Cc1ccc2oc(-c3cc(NC(=O)c4ccco4)ccc3Cl)nc2c1
  x	10%	x	x	33%[activator]	x	1
16. CN(CC1(CO)CCC1)C(=O)c1cc(COc2ccccc2F)[nH]n1
  -17%	-13%	-11%	-26%	67%[activator]	-31%	42
17. COc1ccc(C(=O)N2CCCC2C(=O)N2CCC(c3nc4ccncc4[nH]3)C2)cc1 (stereo unspecified)
  i	-9%	-15%	x	5%	-7%	8
18. O=C1OCC2(CCN(Cc3ccc4cn[nH]c4c3)C2)N1Cc1ccccn1 (stereo unspecified)
  i	11%[87.6 µM]	-9%[138 µM]	-2%[172 µM]	-4%[87.6 µM]	u	2
19. CCC1Oc2ccc(NC(=O)Cc3ccc(OC)cc3)cc2CN(Cc2ccc3c(c2)OCO3)C1=O (stereo unspecified)
  1%	-27%	u	-5%	u	22µM*	-14
20. NC(=O)[C@@H]1C[C@H](Oc2cccnc2)CN1S(=O)(=O)c1ccc2c(c1)OCCO2
  3%	-9%	-25%	3%	u	-13%	6
21. COc1ccc(NC(=O)C(NS(=O)(=O)c2ccc3c(c2)CCCC(=O)N3)C(C)C)c(OC)c1 (stereo unspecified)
  x	15%	x	x	6%	x	-19
22. CCCc1nn2c(=O)cc(COC(=O)c3cccc(NC(=O)COc4ccc(F)cc4)c3)nc2s1
  x	8%	x	x	52%[activator]	x	-4
23. COc1cccc(CC(=O)Nc2c(C(=O)N3CCN(c4ccccc4F)CC3)oc3ccccc23)c1
  x	u	x	x	u	x	-3
24. O=C(NCCCc1ccccc1)c1cn2cc(-c3ccccc3)sc2n1
  -2%	2%	-24%	x	-5%	u	0
25. CCCN1CCC(N2CCC3(CC2)CC(C(=O)N2CCOCC2)N(C)C3)CC1 (stereo unspecified)
  2%	1%	-21%	x	4%	-2%	-2
26. OCCc1cc(CC2(NCc3ccc(C(F)(F)F)cc3)COC2)no1
  4%[88.5 µM]	2%[87.6 µM]	-12%[174 µM]	-5%[172 µM]	-24%[87.6 µM]	0%[172 µM]	-12
27. CCCNC(=O)CCC1CCN(S(=O)(=O)c2ccccc2)CC1
  i	9%	-14%	-1%	13%	1%	15
28. CN1CCN(C(CNC(=O)c2c(F)cccc2F)c2ccc3c(c2)OCO3)CC1 (stereo unspecified)
  x	10%	x	x	-1%	x	3
29. COCC1(C(=O)N2CCN(c3cc(C4CC4)ncn3)CC(O)C2)CC1 (stereo unspecified)
  i	5%	-10%	12%	2%	1%	2
30. CNc1nccc(N2CCC(CC(=O)O)CC2)n1
  -10%	3%	i	3%	-9%	-1%	-4
31. O=C(Nc1ccc([C@@H](O)[C@H]2COCC(=O)N2CC2CC2)cc1)C1CCCC1
  4%[88.5 µM]	13%[87.6 µM]	u	2%[172 µM]	4%[87.6 µM]	-37%[172 µM]	2
32. O=C(O)Cn1c(C(=O)Nc2nc(-c3ccccc3Cl)cs2)cc2ccccc21
  i	-1%[23.9 µM]	x	x	-22%[25.6 µM]	x	9
33. Cc1csc(NC(=O)c2nc3c(o2)CCN(CC2CCCC2)CC3)n1
  4%[88.5 µM]	2%[87.6 µM]	u	28µM*	43%[activator][87.6 µM]	u	0
34. Cc1ccc(CN2CCC(CNc3ccncn3)CC2)o1
  u	-5%	1%	5%	3%	2%	4
35. O=c1n(-c2ccc(C(F)(F)F)cc2)nc2n1CCN(CC1CC1)C2
  -18%	10%	-38%	x	135%[activator]	u	10
36. COc1ccc(Nc2ccnc(N3CCN(C(=O)c4ccc(Cl)cc4)CC3)n2)cc1
  i	-22%	4%	x	-28%	18µM*	-10
37. Oc1ccccc1CN1C[C@H](O)C[C@H]1c1nc(-c2ccc(F)cc2)no1
  i	-6%[87.6 µM]	u	u	40%[activator][87.6 µM]	u	0
38. Cc1ccc(-c2[nH]ncc2CN2CCc3nc(N4CCN(C)CC4)[nH]c(=O)c3CC2)cc1
  -13%	7%	i	1%	-9%	5%	13
39. COCC1(c2n[nH]c(C3CCOCC3)n2)CCC1
  3%	4%	-3%	10%	4%	-15%	5
40. CC1CCN(C(=O)CSc2nnc(-c3ccccc3)o2)CC1
  x	-4%	x	x	49%[activator]	x	1
41. CCC1(C)CC(=O)c2c(ccc3oc(C(=O)Nc4ccc(C(C)=O)cc4)c(C)c23)O1 (stereo unspecified)
  x	-3%	x	x	80%[activator]	x	-3
42. CC(C)[C@H]1CN(C2CCOCC2)C[C@@H]1NC(=O)CCc1nncn1C
  -9%	6%	2%	-2%	-14%	i	0
43. O=C(c1ccccc1)N1CCN(CCc2ccccn2)CC1
  x	-20%	x	x	-29%	x	-12
44. C[C@H]1[C@@H]2[C@@H](O)C([C@H](C)C(=O)NC3CCCCC3)CC[C@@]2(C)CC[C@@H]1NC(=O)Cc1ccccc1 (stereo partly specified)
  3%	-14%	u	3%	-25%	u	24
45. COc1ccc(N(C(=O)c2ccccc2C)S(=O)(=O)c2ccc3c(c2)n(C)c(=O)n3C)cc1
  x	7%	x	x	1%	x	3
46. CCCN(C)C(=O)c1onc(-c2ccc(OC)cc2)c1[C@H](C)O
  3%[88.5 µM]	-3%[87.6 µM]	-18%[138 µM]	-10%[172 µM]	76%[activator][87.6 µM]	-9%[172 µM]	0
47. CC(C)C1=NOC2(CCN(C(=O)c3ccc(Cl)cc3)CC2)C1
  i	3%	-11%	x	-18%	-1%	-3
48. O=C(c1cccc(OC(F)(F)F)c1)N1CCC(c2n[nH]c(=O)n2-c2ccccc2)CC1
  -7%	-4%	-7%	2%	-20%	5%	-3
49. Cn1c(=O)nc2n(-c3ccc(Cl)c(Cl)c3)c3cc(Cl)ccc3cc-2c1=O
  x	-8%	x	x	u	x	8
50. O=C(c1cc2ccccc2[nH]1)N1C[C@@H](CO)[C@H](c2nc(C3CC3)no2)C1
  i	3%	u	-12%	6%	u	-10

# By substructure: those above with an aryl thioether with sulfur outside any ring.
# Second line of a record – GPT2 inhibitor	SNCA viab count	NIH3T3 tox	Luciferase inh	SNCA expr inh	HEK cytotox	IP6K1 inh
11. CCOC(=O)c1c(SCC(=O)Nc2nc3ccc(C)cc3s2)nc(=O)[nH]c1C
  x	-1%	x	x	-23%	x	-5
40. CC1CCN(C(=O)CSc2nnc(-c3ccccc3)o2)CC1
  x	-4%	x	x	49%[activator]	x	1

# Next section:
# Second line of a record – GPT2 inhibitor	SNCA viab count	NIH3T3 tox	Luciferase inh	SNCA expr inh	HEK cytotox	IP6K1 inh
51. COc1ccc(NC(=O)NCc2c(-n3cccc3)sc3c2CCCC3)c(OC)c1
  x	-1%	x	x	-5%	x	16
52. Cc1oc(C2CCN(C(=O)CN(C)S(=O)(=O)c3cccs3)CC2)nc1C(=O)N1CCOCC1
  2%	1%	u	x	-15%	-14%	25
53. O=C(O)Cn1nc2c(cc1=O)CCCC2
  2%	3%	i	-5%	-2%	-4%	8
54. COc1cccc(CN2CC[C@H](c3n[nH]c(C)n3)[C@H](NC(=O)C3CC3)C2)c1
  i	-14%[12.5 µM]	2%	6%	17%	-2%	-1
55. COCC(=O)N1CCc2cn(C)c3cccc(c23)C1
  i	3%	i	-3%	8%	-3%	18
56. Cc1ccc(CNC(=O)CNS(=O)(=O)c2cccs2)cc1
  x	-1%	x	x	22%	x	2
57. Clc1ccc(CSc2nc3ncccc3[nH]2)cc1
  x	2%	x	x	47%[activator]	x	17
58. CCN1C(=O)c2ccccc2Sc2ccc(NC(=O)c3ccc(Cl)cc3)cc21
  x	-7%	x	x	23%	x	14
59. Cc1ccc(NC(=O)Cc2ccc(NC(=O)N3CCCCc4ccccc43)cc2)cc1
  x	-2%	x	x	u	x	9
60. Cn1ncc2c(C(=O)N3CCOCC3)cc(C(C)(C)C)nc21
  -20%[88.5 µM]	0%[87.6 µM]	-29%[138 µM]	x	-20%[87.6 µM]	-9%[172 µM]	6
61. O=C(Cc1ccc(F)cc1)N1CCn2c(nnc2-c2ccccc2)C1
  u	14%[87.6 µM]	u	-11%[172 µM]	20%[87.6 µM]	-12%[172 µM]	15
62. Cn1nccc1C(=O)N1CCC(N2CC3CC(C2)[C@H]2CCCC(=O)N2C3)CC1 (stereo partly specified)
  3%	-1%	1%	2%	12%	0%	2
63. CC(C)(C)c1nnc2n1C(C(=O)NCCc1ccc(Cl)cc1)CC2 (stereo unspecified)
  i	-2%	-1%	x	2%	-1%	36
